NCI-60 one-dose screen, 48 h, at 10 µM unless noted. Numbers give growth in % (100 = growth as untreated, 0 = no growth, -100 = all killed).
SR: SR leukemia cells. hit rate 8.7% among 73,000
RPMI-8226: RPMI-8226 leukemia cells. hit rate 7.5% among 77,000
HOP-92: HOP-92 NSCLC cells | hit rate 6.3% among 71,000 | AID 1794738
K-562: K-562 leukemia; hit rate 7.4% among 78,000
MDA-MB-435: MDA-MB-435 melanoma; hit rate 7.8% among 82,000
MOLT-4: MOLT-4 leukemia cells; hit rate 6.9% among 80,000; AID 1794779
HOP-62: HOP-62 NSCLC; hit rate 3.9% among 80,000
CCRF-CEM: CCRF-CEM leukemia. hit rate 7% among 77,000
* = called active by the depositor; / = no result given; & = joins results of further samples. How the source made its calls: active means growth percent below 10; inactive means the rest. This is a random part of the collection; overall some 14% were active at least once.

SMILES	SR	RPMI-8226	HOP-92	K-562	MDA-MB-435	MOLT-4	HOP-62	CCRF-CEM
CCCCc1oc2ccc([N+](=O)[O-])cc2c1C(=O)c1ccc(C#CC2CCCCC2)cc1	108	95	116	97	100	92	104	96
CC(=O)OCC(COC(C)=O)(COC(C)=O)COC(C)=O	87	98	105	95	111	94	102	103
CCOC(=O)Cn1c(C)c(/C=N/NC(=O)c2cc3c(ccc4ccccc43)o2)c2ccccc21	/	11	60	11	-11*	19	27	11
Cc1cccnc1NC(=O)C(C)c1ccc(Nc2ccnc(C(F)(F)F)c2)cc1 (stereo not given)	97	85	74	91	101	98	101	100
COc1cc(-c2nc3ccc(C)cc3[nH]2)ccc1OCC(=O)N=Nc1c(O)[nH]c2ccccc12	-37*	-54*	-13*	-63*	-53*	-65*	-49*	-50*
COc1ccc(Cc2nnc(SCC(=O)c3ccc(C)cc3)n2-c2ccccc2)cc1	81	75	63	46	100	67	89	87
COC(=O)C1(CC(=O)c2cccc([N+](=O)[O-])c2)NC(=S)NC(=O)C1C#N (stereo not given)	94	104	107	95	110	105	138	101
CC(=O)Nc1ccc(NC(=O)/C=C\C(=O)O)cc1	/	104	98	105	110	99	109	116
COc1ccc(C2CC(c3ccc(N)cc3)=NN2C(=O)c2cc(-c3ccccc3)nc3ccccc23)cc1OC (stereo not given)	91	75	74	98	101	78	94	88
N#CC1=C2CCCCC2(O)NC1=O (stereo not given)	95	93	101	105	101	99	105	96
COc1ccccc1I	/	103	/	105	107	110	100	111
CC1=CSC2=NC(c3ccc(N)cc3)=CC(c3ccc(Cl)cc3)N12 (stereo not given)	/	66	64	79	95	81	94	81
O=[N+]([O-])c1cc(S(=O)(=O)NCc2ccco2)ccc1N/N=C/c1ccccn1	91	97	89	93	101	95	102	97
Cc1ccc(Cc2cnc(NC(=O)C3=NCCCCN3)s2)cc1	114	100	102	106	97	98	103	94
Nc1cc(=O)[nH]cn1	96	89	87	91	100	92	82	87
COC(=O)c1c2c(c(C)[n+]([O-])c1C)C(=O)C(NCc1ccccc1)=CC2=O	61	37	71	24	-61*	16	67	22
O=C(/C=C/c1ccc(O)c(O)c1)NCC(=O)NC(Cc1ccccc1)C(=O)O (stereo not given)	92	104	85	97	108	82	97	96
O=C(O)Cc1cc(=O)[nH]n(-c2ccccc2)c1=O	89	117	98	100	108	88	106	112
O=C(O)c1ccccc1C(=O)c1ccc(O)cc1O	113&105	106&106	114&105	106&97	105&103	106&103	90&115	106&113
COc1cc2nc(SCc3cc(OC)c(OC)c(OC)c3)n(-c3ccccc3OC)c(=O)c2cc1OC	24	71	66	27	0.1*	47	93	/
COc1ccc(-c2c(-c3nc4ccccc4s3)c(N)nc3c(C#N)c(Nc4ccccc4)nn23)cc1	89	101	89	90	102	93	99	93
O=S(=O)(c1c(Cl)cccc1Cl)N(Cl)Cl	104	93	91	98	116	97	105	100
CSc1nc(N)nc2c1ncn2C1OC(CO)CC1O (stereo not given)	122	91	97	107	106	110	110	84
COc1ccc(-c2nnc(CNc3ccccn3)o2)cc1OC	88	/	68	94	107	97	76	85
Cc1ccc(Cn2c(-c3cccs3)nc3ccccc32)cc1	/	78	72	5.2*	111	93	105	90
C=C(C)[C@@H]1CC[C@]2(C)[C@H](CC[C@@H]3[C@H]4[C@H]5OC[C@@]4(CCC5(C)C)CC[C@]32C)[C@@]1(C)CCCN	-0.9*	1.5*	51	3.8*	49	10	96	52
COc1ccc2c(=O)c(OC)c(-c3cc(OC)c(OC)c(OC)c3)oc2c1	/	93	46	87	105	100	83	93
Cc1nn(-c2ccccc2)c(Oc2ccccc2)c1/C=N\N=c1/sc2ccccc2n1C	/	78	76	58	102	55	86	72
N#Cc1c(-c2ccco2)nc(N2N=C(c3ccccc3)CC2c2ccc(F)cc2)[nH]c1=O (stereo not given)	83	98	84	92	109	84	74	97
COc1ccc2nc(NC(=O)Nc3c(F)cccc3F)sc2c1	92	88	93	95	99	98	106	96
Cc1ccc(N=C2S/C(=C\c3ccc(Cl)cc3)C(=O)N2Cc2nc3ccccc3[nH]2)cc1	90	/	/	75	105	73	86	86
COc1ccc(Oc2coc3cc(OC(=O)C(C)(C)C)ccc3c2=O)cc1	76	/	93	105	104	92	95	102
CC(C)CCNC(=O)/C=C/Cn1ccc2ccccc2c1=O	95	99	100	87	110	101	99	92
c1ccc2sc(SCCCCn3ccnc3)nc2c1	75	81	73	86	98	90	99	87
C=CCSC1=NC2C(N(CC)C(=O)N2CC)N1/N=C/C=C/c1ccccc1OC (stereo not given)	17	54	68	28	2.8*	71	81	63
CS(=O)(=O)Cc1cnc(C2OCCO2)s1	123	109	82	125	109	140	113	138

Entries of single compounds, looked up by structure.
Cc1nn(-c2ccccc2)c(Oc2ccccc2)c1/C=N\N=c1/sc2ccccc2n1C is listed with SR = /; RPMI-8226 = 78; HOP-92 = 76; K-562 = 58; MDA-MB-435 = 102; MOLT-4 = 55; HOP-62 = 86; CCRF-CEM = 72
COc1ccc2nc(NC(=O)Nc3c(F)cccc3F)sc2c1 is listed with SR = 92; RPMI-8226 = 88; HOP-92 = 93; K-562 = 95; MDA-MB-435 = 99; MOLT-4 = 98; HOP-62 = 106; CCRF-CEM = 96

Random excerpt: 7 records from the list
SMILES	SR	RPMI-8226	HOP-92	K-562	MDA-MB-435	MOLT-4	HOP-62	CCRF-CEM
Cc1ccc(Cn2c(-c3cccs3)nc3ccccc32)cc1	/	78	72	5.2*	111	93	105	90
COc1ccc2c(=O)c(OC)c(-c3cc(OC)c(OC)c(OC)c3)oc2c1	/	93	46	87	105	100	83	93
C=C(C)[C@@H]1CC[C@]2(C)[C@H](CC[C@@H]3[C@H]4[C@H]5OC[C@@]4(CCC5(C)C)CC[C@]32C)[C@@]1(C)CCCN	-0.9*	1.5*	51	3.8*	49	10	96	52
c1ccc2sc(SCCCCn3ccnc3)nc2c1	75	81	73	86	98	90	99	87
N#Cc1c(-c2ccco2)nc(N2N=C(c3ccccc3)CC2c2ccc(F)cc2)[nH]c1=O (stereo not given)	83	98	84	92	109	84	74	97
Cc1ccc(N=C2S/C(=C\c3ccc(Cl)cc3)C(=O)N2Cc2nc3ccccc3[nH]2)cc1	90	/	/	75	105	73	86	86
Cc1nn(-c2ccccc2)c(Oc2ccccc2)c1/C=N\N=c1/sc2ccccc2n1C	/	78	76	58	102	55	86	72

An excerpt from above, reduced to MDA-MB-435 and HOP-92.
Compound | MDA-MB-435 | HOP-92
Cc1ccc(N=C2S/C(=C\c3ccc(Cl)cc3)C(=O)N2Cc2nc3ccccc3[nH]2)cc1 | 105 | /
COc1ccc(Oc2coc3cc(OC(=O)C(C)(C)C)ccc3c2=O)cc1 | 104 | 93

Next part.
SMILES	SR	RPMI-8226	HOP-92	K-562	MDA-MB-435	MOLT-4	HOP-62	CCRF-CEM
NC(N)=NCCCCCNc1noc(Cc2c[nH]c3cc(Br)ccc23)n1	98	40	16	86	88	60	58	98
O=C(O)c1ccc2c(c1)CCC2	/	100	117	91	115	91	114	/
CN(C)C(=O)C1=NC(CO)C(=O)N(c2ccc(Cl)cc2)N1 (stereo not given)	107	101	91	109	106	103	99	104
Cc1nnc(NS(=O)(=O)c2ccc(NC3=C(Cl)C(=O)c4ncccc4C3=O)cc2)s1	90	113	117	101	107	104	97	102
COc1cc(C)ccc1Oc1nc(Nc2ccc(N3CCOCC3)cc2)ncc1NCc1ccc(Cl)cc1	87	77	85	81	93	57	66	102
CCOC(=O)c1cc(Cl)nc2ccccc12	/	98	92	107	105	100	93	100

Bioassay records (PubChem BioAssay)
